TRAIL sens C8 – caspase-8 TRAIL sensitization | NB7+C8 cells + TRAIL, ATPlite viability luminescence | inhibition (viability loss, TRAIL sensitization), % at 10 µM | 360,000 compounds, 1% hits;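 active = compounds causing at least 50% loss of cell viability in the single-dose screen, relative to plate controls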
Shn3 3UTR inh – inhibitors of Schnurri-3 3'UTR reporter in osteoblasts; 360,000 compounds, 0.52% hits; inhibition, % at 12.5 µM; Clone20 osteoblast Shn3 3'UTR firefly luciferase, 24 h;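 active = mean inhibition of at least 75% with every replicate also reaching 75%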;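 also: 0% = median of neutral control wells and 100% = pilot-screen positive control compound; some compounds past the cut are filed as inactive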
SRC1 inh – inhibitors of human steroid receptor coactivator 1 (SRC1). HEK293 GAL4-SRC1 luciferase reporter, luminescence. inhibition, % at 3.6 µM. 360,000 compounds, 0.12% hits;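 active = inhibition above the campaign mean plus 3 SD, with each screening campaign given its own cutoff, cut at about 60% in these data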;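 also: 0% = DMSO treated cells and 100% = gossypol at 36 µM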
TWEAK Fn14 block – TWEAK-Fn14 signaling inhibition; TWEAK-stimulated Fn14 reporter cells, luciferase luminescence, 8 h; inhibition, % at 10 µM; 360,000 compounds, 2% hits; AID 1159606; in the data active = inhibition above about 50%
LMP1 NFkB inh – reduces LMP1-driven NF-kappaB luciferase signal | LMP1-induced NF-kappaB luciferase reporter cells, luminescence | inhibition, % at 12.5 µM | 350,000 compounds, 0.69% hits | AID 504558; in the data active = inhibition above about 41%;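 also: 0% = neutral control wells and 100% = reference inhibitor control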
NCOA3 inh – inhibitors of human steroid receptor coactivator 3 (SRC3); Q9Y6Q9; HEK293 GAL4-SRC3 luciferase reporter, luminescence; inhibition, % at 3.6 µM; 360,000 compounds, 0.17% hits;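 active = inhibition above a per-campaign cutoff, the mean of all compounds plus 3 SD, cut at about 60% in these data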;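 also: 0% = DMSO-treated cells and 100% = gossypol-treated cells at 36 µM; higher means less SRC3-driven luciferase light from the GAL4 reporter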
Target sequence (Q9Y6Q9 whole entry, looked up, the tested form may be a part): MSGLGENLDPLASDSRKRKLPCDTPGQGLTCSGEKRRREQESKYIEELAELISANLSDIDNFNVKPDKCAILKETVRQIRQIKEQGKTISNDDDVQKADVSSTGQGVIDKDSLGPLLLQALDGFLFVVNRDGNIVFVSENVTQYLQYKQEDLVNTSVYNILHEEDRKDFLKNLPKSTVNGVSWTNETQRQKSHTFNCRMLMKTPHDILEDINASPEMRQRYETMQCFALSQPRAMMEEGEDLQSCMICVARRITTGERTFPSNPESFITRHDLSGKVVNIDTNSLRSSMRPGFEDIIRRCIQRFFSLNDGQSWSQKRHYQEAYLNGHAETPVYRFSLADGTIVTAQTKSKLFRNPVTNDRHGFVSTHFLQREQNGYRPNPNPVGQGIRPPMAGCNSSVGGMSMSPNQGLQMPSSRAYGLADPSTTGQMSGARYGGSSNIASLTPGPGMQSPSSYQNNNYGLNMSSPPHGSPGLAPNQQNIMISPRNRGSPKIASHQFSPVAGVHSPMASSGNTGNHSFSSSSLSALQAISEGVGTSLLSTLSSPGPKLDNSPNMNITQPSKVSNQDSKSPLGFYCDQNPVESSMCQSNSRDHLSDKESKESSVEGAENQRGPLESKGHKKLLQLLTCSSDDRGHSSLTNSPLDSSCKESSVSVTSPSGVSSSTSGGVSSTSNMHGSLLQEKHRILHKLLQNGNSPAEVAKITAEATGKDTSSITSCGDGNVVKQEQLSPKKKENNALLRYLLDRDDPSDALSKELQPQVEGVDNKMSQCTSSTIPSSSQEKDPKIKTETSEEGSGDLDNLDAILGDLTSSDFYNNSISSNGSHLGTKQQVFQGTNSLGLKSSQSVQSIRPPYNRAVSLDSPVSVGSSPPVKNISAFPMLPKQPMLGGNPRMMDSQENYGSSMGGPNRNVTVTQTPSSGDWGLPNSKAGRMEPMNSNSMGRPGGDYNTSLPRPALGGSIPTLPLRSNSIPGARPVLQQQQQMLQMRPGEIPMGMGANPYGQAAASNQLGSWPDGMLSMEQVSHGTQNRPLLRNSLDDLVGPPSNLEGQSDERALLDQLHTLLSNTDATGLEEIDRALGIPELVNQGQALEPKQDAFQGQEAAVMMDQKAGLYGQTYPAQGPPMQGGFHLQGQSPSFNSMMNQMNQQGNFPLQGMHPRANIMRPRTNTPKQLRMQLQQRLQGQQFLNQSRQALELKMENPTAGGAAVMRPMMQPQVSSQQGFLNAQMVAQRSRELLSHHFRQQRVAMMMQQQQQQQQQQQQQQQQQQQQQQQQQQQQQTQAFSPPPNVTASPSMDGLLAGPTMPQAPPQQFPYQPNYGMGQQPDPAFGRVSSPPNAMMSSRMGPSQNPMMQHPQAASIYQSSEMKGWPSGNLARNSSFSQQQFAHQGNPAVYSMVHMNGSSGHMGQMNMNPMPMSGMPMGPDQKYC
LRH-1 inv ag – NR5A2 inverse agonism in reporter assay; HEK293T StAR-luciferase reporter, LRH-1 transfected, 24 h; inhibition, % at 3.6 µM; 360,000 compounds, 0.13% hits; AID 602396;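 active = inhibition above the mean inhibition of all tested compounds plus 3 SD, cut at about 73% in these data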;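 also: 0% = DMSO wells and 100% = reporter-only cells lacking LRH-1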
NR2F2 inh – inhibitors of human COUP-TFII (NR2F2); P24468; HEK293T NGFI-A luciferase reporter, luminescence; inhibition, % at 8.6 µM; 370,000 compounds, 0.7% hits; AID 686940;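 active = inhibition above a per-plate cutoff, mean inhibition of test wells between control levels plus 3 SD, cut at about 38% in these data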;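 also: cells cotransfected with COUP-TFII expression vector driving the NGFI-A reporter; 0% = median of COUP-TF2 test wells and 100% = reporter-only cells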
CF NFkB block – cystic fibrosis NF-kB activation inhibition. KKLEB NF-kB-GFP reporter, PAF-induced, GFP fluorescence overnight. AID 588850. 360,000 compounds, 0.86% hits. inhibition, % at 5 µM;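 active = at least 50% inhibition at 5 µM, scaled per plate between neutral and stimulator controls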;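 also: PAF is a Pseudomonas aeruginosa culture filtrate used as stimulus; plate controls were PAF-stimulated DMSO wells for no effect and unstimulated DMSO wells for full effect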
KKLEB cytotox – counter-screen for CF NF-kB inhibitors: cytotoxicity | AID 602141 | 360,000 compounds, 0.36% hits | activity change (cytotoxicity), % at 5 µM | KKLEB CF airway cells viability, ATPlite luminescence, overnight; active compounds read low; cells stimulated with P. aeruginosa culture filtrate;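 active = corrected activity change at or below -50% at 5 µM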
TROY signal inh – inhibitors of TROY-dependent NF-kB signaling; Q293 LMP1-TROYcd NF-kB luciferase reporter, 4 h; 360,000 compounds, 0.98% hits; inhibition, % at 10 µM; AID 1347056;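 active = compounds whose plate-normalised and pattern-corrected inhibition of the luciferase reporter signal at the single screening dose is 50% or more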
Numbers without * were called inactive; . = no result given.

SMILES | TRAIL sens C8 | Shn3 3UTR inh | SRC1 inh | TWEAK Fn14 block | LMP1 NFkB inh | NCOA3 inh | LRH-1 inv ag | NR2F2 inh | CF NFkB block | KKLEB cytotox | TROY signal inh
O=C(c1cc(-c2ccccc2)on1)N1CCN(c2ccccc2)CC1 | -1.6 | -7.1 | 5.1 | -32.6 | 1.2 | -28.1 | -8.3 | -9.3 | 25.7 | 3.7 | -74.3
Cc1ccc(Cl)c(OCC(=O)N2CCc3ccccc3C2)c1 | -20.6 | -61.6 | -51.7 | -17.4 | -31.8 | -47.6 | -68.0 | -10.4 | 2.8 | -3.2 | -47.7
O=C1C=C(Nc2ccccc2)c2ccccc2C1=O | 34.2 | 42.2 | -3.8 | -1.5 | 1.7 | 8.5 | 18.1 | 2.6 | 71.8* | -24.7 | -0.7
COCCN(C(=O)c1cc(-c2ccco2)nc2ccccc12)c1c(N)n(Cc2ccccc2)c(=O)[nH]c1=O | 6.1 | 17.8 | -3.5 | 18.6 | 0.4 | 7.3 | -10.0 | 10.1 | -29.4 | 22.5 | 13.6
O=C(CN1CCCCC1)n1c2ccccc2c2ccccc21 | 21.1 | 4.8 | 7.7 | 12.1 | 9.7 | 13.9 | 9.4 | 14.6 | -27.2 | 5.6 | -27.1
CCCCOc1ccccc1/C=N/NC(=O)CC#N | 1.2 | 0.9 | 4.8 | 10.6 | -5.2 | -8.7 | -0.7 | 6.1 | 1.0 | 8.3 | -5.6
COc1ccc(C2=NN(C(=O)CCC(=O)O)C(c3ccc(F)cc3)C2)cc1 (stereo unspecified) | -21.6 | -15.4 | -3.5 | 18.9 | 5.1 | -5.5 | -0.2 | -2.1 | -15.9 | 14.6 | 3.7
CCOC(=O)c1c(-c2ccc(C)o2)csc1NC(=O)COC(=O)c1ccc(NC(N)=O)cc1 | -0.2 | 38.0 | -22.3 | 37.4 | 0.5 | 2.3 | -20.1 | 21.8 | 21.5 | -12.0 | 4.0
O=C1NCCNC(=O)c2ccccc2OCCOc2ccccc21 | 10.4 | 13.5 | 1.6 | -7.7 | -0.8 | 9.9 | -1.2 | 4.6 | 6.8 | 3.2 | 5.6
O=C(Cc1ccc(F)cc1)NC1CCCCCC1 | 0.8 | 2.8 | -21.7 | -6.6 | -0.2 | -4.8 | -17.6 | 6.5 | -22.6 | 1.7 | -17.3
CC1=C(C(=O)N(C)Cc2ccccc2)C2(CCC(C)CC2)OC1=O (stereo unspecified) | -1.8 | -3.3 | -9.5 | 2.5 | -0.5 | -3.6 | 0.7 | 11.2 | 11.9 | -10.4 | -4.6
CC1CC(C)CN(C(=O)COC(=O)c2ccc3c(c2)OCO3)C1 (stereo unspecified) | 4.8 | -20.1 | -8.0 | -7.0 | -0.1 | -3.0 | -17.7 | -17.7 | 9.1 | -18.8 | -54.4
C=CCn1c(=NC(=O)c2cccs2)sc2cc(NC(C)=O)ccc21 | 22.0 | -21.0 | -52.5 | -34.5 | -18.4 | -56.7 | -51.0 | -27.1 | 2.9 | -20.6 | -50.9
Cc1cc(C)c(S(=O)(=O)Nc2ccc(N(C)C)cc2)c(C)c1-n1cnnn1 | -2.8 | -3.7 | 11.6 | 25.2 | -15.6 | -3.7 | -12.4 | 2.4 | -7.0 | 13.1 | 24.9
O=C(Nc1ccc2c(c1)OCCO2)c1cccnc1 | 11.5 | -102.9 | -69.8 | -8.9 | -5.2 | -25.2 | -38.6 | -4.4 | -6.6 | -0.7 | -23.7
Cc1ccc(S(=O)(=O)c2c(C)nn(C(C)(C)C)c2OC(=O)c2ccc(Br)o2)cc1 | 4.5 | 73.6 | 1.0 | 22.2 | 18.7 | -15.7 | 9.1 | 30.4 | 12.9 | 1.7 | 44.1
CSc1nsc(SC)c1C(=O)N1CCN(S(=O)(=O)c2ccc(C)cc2)C1C (stereo unspecified) | 16.1 | -0.3 | -1.2 | 11.2 | 0.9 | -9.3 | 6.5 | -1.6 | 1.4 | 1.4 | 8.4
O=S(=O)(N=S(N1CCCCC1)N1CCCCC1)c1ccccc1 | -8.7 | -0.3 | -24.6 | 5.2 | 1.9 | 11.2 | -10.1 | -20.9 | -9.3 | -1.5 | 12.7
CC(=O)c1cnn(-c2cc(Oc3ccccc3C)ncn2)c1C | 6.4 | -12.9 | 0.0 | 8.7 | -16.4 | -9.3 | 8.6 | -2.5 | 8.7 | 3.4 | -5.8
CC(=O)c1ccn(S(=O)(=O)c2ccccc2)c1 | -2.4 | 8.0 | 4.6 | -3.2 | 0.7 | 15.2 | 6.6 | 7.9 | -22.1 | 0.9 | -11.9
Cc1onc(-c2c(F)cccc2Cl)c1C(=O)NNC(=O)C1CCN(Cc2ccccc2)CC1 | -7.2 | 0.2 | -2.2 | 13.7 | 2.9 | 5.5 | -20.0 | 1.2 | 1.1 | 1.4 | -7.2
O=C(c1ccccc1Br)N1N=C(c2ccccc2)CC1c1ccccc1F (stereo unspecified) | 28.1 | 24.7 | 4.9 | 17.6 | 33.5 | -0.3 | 14.9 | 6.0 | 8.9 | 12.3 | -22.6
Cc1ccc(OCCNC(=O)Cn2cnc3c(=O)n(C)c(=O)n(C)c32)cc1C | 15.1 | 17.8 | 11.8 | 3.4 | -0.5 | 4.4 | 7.3 | -0.6 | -0.1 | 3.6 | 10.0
COc1ccc(N(CN2C(=O)c3ccccc3C2=O)C(=O)C(C)C)cc1 | 8.0 | 11.3 | -15.4 | 9.1 | 8.7 | 5.4 | -7.4 | -4.4 | 6.4 | -3.1 | -1.8
CCc1ccc(OC(C)C(=O)N(Cc2ccccc2)C2CCS(=O)(=O)C2)cc1 (stereo unspecified) | -6.7 | -26.3 | -5.2 | -3.5 | 1.8 | 6.8 | -3.2 | 0.9 | 5.1 | -1.0 | -3.6
CCC(=O)OCC(=O)Nc1ccc([N+](=O)[O-])cc1OC | -6.7 | -10.1 | 6.1 | 8.7 | -2.4 | 18.9 | 4.8 | -6.0 | 0.9 | -36.7 | 3.0
O=C(NCc1ccc2c(c1)OCO2)Nc1ccc([N+](=O)[O-])cc1 | -1.1 | 6.7 | -8.1 | -41.1 | 4.8 | 10.7 | 36.8 | 0.1 | 26.8 | -12.3 | 22.9
CCOc1ccccc1NC(=O)CCn1c(=O)oc2ccccc21 | 0.3 | 6.1 | 4.2 | 1.2 | 2.8 | -6.4 | -7.8 | 3.7 | -0.7 | 5.9 | -5.6
CCN(CC)S(=O)(=O)c1ccc(N2CCOCC2)c(NS(=O)(=O)c2ccc(C)c(C)c2)c1 | 12.2 | 10.2 | -1.0 | 10.9 | 9.1 | 5.1 | -3.4 | 6.0 | 9.9 | 8.0 | -2.8
CC12C(=O)N(c3cccc4cccnc34)C(=O)C1C1C=CC2C1 (stereo unspecified) | -12.5 | -32.2 | -8.0 | 2.4 | 13.6 | 4.4 | 16.4 | 7.4 | 10.0 | 5.1 | -16.4
Cc1[nH]c2ccccc2c1CCN(Cc1cccs1)C(=S)Nc1ccccc1 | 0.4 | 13.2 | -11.5 | 3.0 | -0.5 | 1.3 | 13.1 | -17.1 | 7.1 | -4.1 | 20.9
Cc1ccnc(SCc2cc(=O)c(OC(=O)c3ccc(S(=O)(=O)N4CCCC4)cc3)co2)n1 | -1.1 | 21.5 | -8.1 | 13.5 | 5.7 | -3.7 | -4.8 | -1.5 | 8.0 | 9.6 | 33.9
O=C(COc1ccccc1)N(Cc1cccs1)C1CCS(=O)(=O)C1 (stereo unspecified) | -2.1 | 5.3 | 2.9 | -24.3 | 4.6 | 12.8 | 9.7 | 3.2 | -2.0 | 5.6 | -23.3
COc1cc(=O)[nH]c(SC(C)C(=O)Nc2cccc3ccccc23)n1 (stereo unspecified) | -6.8 | 4.5 | -27.4 | 47.6 | 1.8 | -16.8 | 8.8 | 11.3 | -3.8 | 4.9 | -1.5
COC(=O)c1sccc1N/N=C/c1cccc(OC)c1O | 25.1 | 19.9 | -90.7 | 63.0* | 11.1 | -38.0 | -79.6 | -48.9 | -12.5 | 6.5 | 42.8
O=C(CSc1nc2[nH]ncc2c(=O)[nH]1)c1ccccc1 | 2.9 | 5.5 | -19.3 | 1.0 | -4.7 | -8.8 | 21.5 | -10.3 | -7.4 | 5.9 | -3.2
CCC1(C)Cc2ccccc2C(Nc2c(C)n(C)n(-c3ccccc3)c2=O)=N1 (stereo unspecified) | 10.6 | 3.3 | 6.7 | 8.9 | -2.1 | 12.0 | -8.0 | 1.1 | 24.2 | -6.1 | 1.4
O=C(O)C1C2C=CC(C2)C1C(=O)Nc1ccc(C(=O)N2CCCCC2)c(Cl)c1 (stereo unspecified) | 8.1 | -7.3 | -10.5 | 6.4 | 2.9 | -11.9 | -9.2 | -12.9 | 8.7 | -6.5 | 1.6
CC1(C)Cc2cccc(OCC(O)CNCc3ccccn3)c2O1 (stereo unspecified) | 15.4 | 30.0 | 8.1 | -6.0 | 7.5 | 21.4 | -24.1 | -3.9 | -8.3 | -3.2 | 21.9
O=C(NC(=S)Nc1cccc(C(F)(F)F)c1)c1ccc2nonc2c1 | -17.1 | -3.7 | 8.4 | -19.4 | . | 24.5 | 10.6 | 3.1 | 2.1 | 4.2 | 41.3

Complete entries, looked up by structure. Order of values: TRAIL sens C8, Shn3 3UTR inh, SRC1 inh, TWEAK Fn14 block, LMP1 NFkB inh, NCOA3 inh, LRH-1 inv ag, NR2F2 inh, CF NFkB block, KKLEB cytotox, TROY signal inh
CCC1(C)Cc2ccccc2C(Nc2c(C)n(C)n(-c3ccccc3)c2=O)=N1 (stereo unspecified) across the screens: 10.6, 3.3, 6.7, 8.9, -2.1, 12.0, -8.0, 1.1, 24.2, -6.1, 1.4
O=C1NCCNC(=O)c2ccccc2OCCOc2ccccc21 across the screens: 10.4, 13.5, 1.6, -7.7, -0.8, 9.9, -1.2, 4.6, 6.8, 3.2, 5.6
COc1cc(=O)[nH]c(SC(C)C(=O)Nc2cccc3ccccc23)n1 (stereo unspecified) across the screens: -6.8, 4.5, -27.4, 47.6, 1.8, -16.8, 8.8, 11.3, -3.8, 4.9, -1.5
CC1CC(C)CN(C(=O)COC(=O)c2ccc3c(c2)OCO3)C1 (stereo unspecified) across the screens: 4.8, -20.1, -8.0, -7.0, -0.1, -3.0, -17.7, -17.7, 9.1, -18.8, -54.4

(next part)
SMILES | TRAIL sens C8 | Shn3 3UTR inh | SRC1 inh | TWEAK Fn14 block | LMP1 NFkB inh | NCOA3 inh | LRH-1 inv ag | NR2F2 inh | CF NFkB block | KKLEB cytotox | TROY signal inh
OC(Cc1cccnc1)(Cc1cccnc1)c1cc2ccccc2[nH]1 | -0.7 | -4.6 | 3.0 | 9.1 | -8.2 | 21.2 | -16.7 | -13.0 | -1.8 | 1.3 | 4.6
O=C(O)c1ccc(N2C(=O)C3C4c5ccccc5C(Br)(c5ccccc54)C3C2=O)cc1 (stereo unspecified) | -3.9 | -7.2 | -16.8 | 9.6 | -3.2 | 8.3 | -8.9 | 11.7 | -21.6 | -9.2 | -0.4
Cc1nn(C)c(=O)c(N)c1-c1cc(-c2ccc(Cl)c(Cl)c2)n[nH]1 | -9.2 | 62.8 | 10.2 | -52.7 | . | 6.0 | 2.6 | -6.2 | 7.9 | -10.5 | -14.2
CN(C)CCCN(C(=O)c1nc2ccccc2s1)c1nc2ccc(F)cc2s1 | 1.8 | -7.6 | -5.0 | 18.5 | 2.2 | 7.8 | 11.3 | -37.5 | 2.4 | -3.6 | -19.5

Assay outcomes as filed in PubChem.

Some of the compounds tested (hit frequency here may not be typical).
